Screening results deposited in PubChem by several laboratories.
M4 PAM = CHRM4 positive allosteric modulation. P08173. activation, % at 3 µM. actives 0.4% (n = 360,000). CHO-K1 hM4/Gqi5, Fluo-8 calcium fluorescence, ACh EC20; 0% = ACh EC20, 100% = maximal ACh;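 active = activation above its plate's cutoff, the mean activation of sample wells plus 3 SD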; note: some results filed as inactive read as strong as hits
M4 ag = agonists of human muscarinic M4 receptor (CHRM4) | AID 624127 | actives 0.14% (n = 360,000) | P08173 | CHO-K1 hM4/Gqi5, Fluo-8 calcium fluorescence; vehicle 0%, full acetylcholine response 100% | activation, % at 3 µM;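 active = activation above the run mean over all test wells plus 3 SD, cut at about 32% in these data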;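 note: peak over basal fluorescence ratio per well then scaled between controls; 0% = DMSO wells and 100% = acetylcholine at EC100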
CRFR2-BP antag = blocks CRF-induced signaling of the CRF-BP/CRF-R2 complex | HEK293 CRF-R2/CRF-BP, CRF-induced calcium fluorescence | inhibition, % at 11.8 µM | actives 0.59% (n = 350,000) | AID 588475;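 active = inhibition of the ligand-induced calcium signal above about 50% at the single tested concentration, limit read from the data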
M4 antag = antagonists of human muscarinic M4 receptor (CHRM4); P08173; inhibition, % at 3 µM; actives 0.73% (n = 360,000); AID 624125; CHO-hM4 cells, ACh EC80, Fluo-8 calcium fluorescence;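 active = inhibition above its plate's cutoff, the mean inhibition of sample wells plus 3 SD, cut at about 27% in these data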;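 note: 0% = acetylcholine EC80 with DMSO and 100% = DMSO without agonist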
IDE cell inh = cellular human IDE inhibition; HEK cells, FAbetaB cleavage, fluorescence polarization; inhibition, % at 5.59 µM; actives 0.41% (n = 320,000); AID 434962;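 active = percent inhibition above the average of all tested compounds plus 3 SD, set per screening campaign, cut at about 16% in these data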;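 note: IDE supplied by intact live HEK cells; FP after avidin binding of uncleaved biotin substrate so inhibition keeps polarization high; 0% = DMSO wells and 100% = 60 µM reference IDE inhibitor Ii1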
CRFBP-R2 agonist = CRF-BP/CRF-R2 complex agonism; actives 0.46% (n = 350,000); HEK293 CRF-R2/CRF-BP, calcium dye fluorescence (FLIPR); percent of saturating CRF peptide response; activation, % at 13.2 µM;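 active = activation of at least 50%, plus an integration ratio under a set limit after plate pattern correction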;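 note: plate controls were neutral control wells without compound for no effect and CRF at EC100 for full effect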
M5 antag = CHRM5 antagonism in calcium assay; P08912; CHO-hM5 cells, Fluo-8 calcium fluorescence, ACh EC80; inhibition, % at 3 µM; actives 0.59% (n = 360,000); AID 624040;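 active = inhibition above a per-plate cutoff, the mean of that plate's test compounds plus 3 SD, cut at about 27% in these data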;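 note: 0% = acetylcholine EC80 with DMSO and 100% = DMSO without agonist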
Target sequence (P08912 whole entry, looked up): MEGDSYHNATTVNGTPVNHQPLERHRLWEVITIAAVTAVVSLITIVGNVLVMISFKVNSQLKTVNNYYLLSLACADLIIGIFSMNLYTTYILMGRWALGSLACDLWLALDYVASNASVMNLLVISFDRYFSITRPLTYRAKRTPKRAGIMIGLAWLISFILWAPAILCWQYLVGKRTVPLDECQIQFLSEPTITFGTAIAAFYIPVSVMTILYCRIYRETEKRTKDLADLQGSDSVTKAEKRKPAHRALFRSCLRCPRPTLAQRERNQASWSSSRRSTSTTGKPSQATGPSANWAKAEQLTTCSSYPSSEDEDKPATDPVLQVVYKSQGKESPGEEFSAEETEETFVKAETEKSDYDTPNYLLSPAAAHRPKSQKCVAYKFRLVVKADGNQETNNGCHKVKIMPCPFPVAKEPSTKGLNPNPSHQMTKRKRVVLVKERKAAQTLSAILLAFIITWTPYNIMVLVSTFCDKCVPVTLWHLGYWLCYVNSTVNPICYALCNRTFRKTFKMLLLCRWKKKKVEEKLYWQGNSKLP
M5 PAM = CHRM5 positive allosteric modulation | AID 624038 | activation, % at 3 µM | CHO-K1 hM5, Fluo-8 calcium, ACh EC20 PAM; 0% = ACh EC20, 100% = ACh EC100 | actives 0.3% (n = 360,000) | P08912;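 active = activation above the run cutoff, the mean activation of all test compounds plus 3 SD, cut at about 18% in these data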
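Probe or stimulus: acetylcholine, EC20 level; Assay system: human M5 receptor in CHO-K1 cells; Schedule: compound preincubation 140 s before EC20 acetylcholine addition; Technique: intracellular calcium via Fluo-8 fluorescence; Dosing: single-point, 3 µM nominal; Read-out basis: percent activation from peak-over-basal fluorescence ratio, scaled EC20-to-EC100 acetylcholine; Repeats: one well per compound, no replicates.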
CHRM5 agonist = CHRM5 agonism in calcium assay; P08912; CHO-K1 hM5 cells, Fluo-8 calcium fluorescence; 0% DMSO wells, 100% maximal acetylcholine response; activation, % at 3 µM; actives 0.19% (n = 360,000); AID 624037;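 active = activation above the run's mean over test compounds plus 3 SD, cut at about 23% in these data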;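 note: signal is peak over basal fluorescence ratio across the kinetic read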
* = called active by the depositor; . = no result given. Rows were taken by chance; overall some 2.9% were active at least once.

Structure,M4 PAM,M4 ag,CRFR2-BP antag,M4 antag,IDE cell inh,CRFBP-R2 agonist,M5 antag,M5 PAM,CHRM5 agonist
O=C(NCc1ccco1)c1cnn2cccnc12,-0.3,0.5,1.6,-1.5,-0.7,-1.9,15.2,6.2,-4.1
COC(=O)c1scc(C)c1NC(=O)c1ccccc1F,5.1,0.2,-179.4,-1.5,1.7,203.6*,-0.1,4.6,-6.5
COc1ccc(NC(=O)COC(=O)CO/N=C(\C)c2ccc3c(c2)OCO3)cc1S(N)(=O)=O,0.6,0.5,9.1,5.1,0.7,-0.6,12.0,-3.1,4.4
COC(=O)c1ccccc1NC(=O)c1cc([N+](=O)[O-])nn1Cc1ccccc1,6.1,1.7,8.7,1.6,7.8,4.9,-12.2,14.5,1.3
O=C1CC(N2CCN(c3ccc(O)cc3)CC2)C(=O)N1c1ccc2c(c1)OCO2 (stereo unspecified),-3.0,-0.5,-1.6,4.4,-2.6,1.5,-1.3,-2.2,-1.4
Cn1cnc(S(=O)(=O)N2CCN(c3ccc(F)cc3)CC2)c1,-7.1,0.2,-8.4,3.0,7.6,0.2,23.3,-11.2,-3.6
CSc1cccc(NC(=S)N(Cc2ccccc2)Cc2cccnc2)c1,-9.2,3.0,6.1,4.2,0.4,-1.5,11.2,-3.8,-2.7
CC1(CCc2ccccc2)NC(=O)N(CC(=O)N2CCCCCC2)C1=O (stereo unspecified),3.2,2.7,-0.9,1.5,-3.2,0.9,2.0,3.6,3.8
CC(/C=C1\SC(=S)N(CCC(=O)Nc2ccc(O)cc2)C1=O)=C\c1ccccc1,-1.1,1.8,-5.7,2.6,1.4,1.1,17.1,-3.4,-0.2
O=C(/C=C/c1ccc(S(=O)(=O)N2CCOCC2)cc1)NCc1ccccc1Cl,4.0,4.4,-19.6,1.6,-2.1,-2.5,8.6,-3.8,-1.6
O=c1[nH]c(-c2ccccc2)c(-c2ccccc2)o1,-2.2,0.9,0.0,3.9,-4.7,-3.4,9.4,0.4,-2.8
CCC(C)NC(=O)CNC(=O)Cn1c(C)cc2ccccc2c1=O (stereo unspecified),-1.7,-0.3,5.8,8.0,2.9,0.6,8.0,5.3,-10.7
O=C1CC2(CON=C2c2ccc(F)cc2)C(=O)N1c1ccc(F)cc1 (stereo unspecified),-1.5,1.4,-3.8,6.1,1.4,-0.9,9.3,-5.2,1.2
COC(CNC(=O)c1ccc2nc(-c3cccs3)c(-c3cccs3)nc2c1)OC,-4.1,1.9,13.0,-17.8,2.3,-0.2,-2.2,-7.0,-4.7
O=C(CCNC(=O)c1ccc(Cl)cc1)Nc1cc(C(F)(F)F)ccc1N1CCOCC1,0.7,1.4,1.1,-20.2,.,2.6,0.9,-3.4,0.3
COc1ccc(C(=O)COC(=O)CNC(=O)c2cccc(OC(F)F)c2)cc1,-4.0,0.9,28.6,1.0,0.7,-1.0,-0.4,-0.2,-3.9
CC(C)NC(=O)C1CCN(C2CCN(C(=O)Cc3ccc4c(c3)OCO4)CC2)CC1,10.1,1.2,-19.1,-18.1,8.1,15.2,-3.8,-12.0,-7.1
S=C(Nc1ccccc1Cl)N1CCCCC1,-0.7,0.4,-1.0,-6.3,0.7,-0.8,1.3,-5.3,2.0
CCN(C(=O)COc1cc(=O)n(C)c2ccccc12)c1cccc(Cl)c1,-1.9,1.6,15.2,2.4,2.6,-0.3,-0.6,0.5,1.4
O=S(=O)(c1ccccc1)N1CCN(C(=S)NCCCN2CCOCC2)CC1,2.5,1.6,19.4,-2.3,-0.6,0.9,-17.9,9.8,-2.4
CCN1CCN(S(=O)(=O)c2ccc(C)c([N+](=O)[O-])c2)CC1,-3.9,1.0,7.7,-6.5,8.4,-1.1,-5.0,0.0,-3.1
Clc1nssc1=Nc1ccc(Br)cc1,0.4,13.2,29.2,1.6,.,106.6*,13.4,-6.2,9.5
CCOC(=O)C1(Cc2ccccc2)CCCN(C(=O)c2cnn(CC)c2)C1 (stereo unspecified),-2.7,0.3,1.7,1.9,-2.0,0.2,16.5,-2.3,-4.6
COc1cccc2sc3cc(C#Cc4ccccn4)ccc3c(=O)c12,-2.6,0.3,-4.9,12.8,7.5,0.9,22.5,-14.8,4.8
CCC(C)N(C(=O)c1csnn1)C(C(=O)NCc1ccc(F)cc1)c1ccccc1 (stereo unspecified),-12.4,6.6,4.8,-2.7,0.8,-0.4,-1.3,-4.5,-1.7
NC1=NC2(CCCCCC2)n2c(nc3ccccc32)N1,1.4,0.3,2.2,1.6,-0.5,20.6,-7.4,2.4,-4.2
COC(=O)c1ccc(C(=O)OC)c(NC(=O)CN2CCN(c3ccccc3OC)CC2)c1,-1.1,10.5,-6.8,3.6,0.1,0.2,7.3,-5.4,4.3
CCOc1ccc(/C=C2\SC(=O)N(CCNC(=O)CN3C(=O)NC4(CCCC4)C3=O)C2=O)cc1OC,-4.4,1.2,6.0,7.9,-1.1,-1.8,12.0,2.3,-2.6
N#Cc1ccc(C(C(=O)Nc2ccc3c(c2)OCCO3)n2c(=O)c(-c3ccco3)nc3ccccc32)cc1 (stereo unspecified),0.3,1.5,.,0.7,.,.,2.4,-4.7,3.1
COc1cc(/C=C(\C#N)C(=O)Nc2cccc3ncccc23)cc(OC)c1OC,-3.7,2.4,-162.0,7.2,4.9,4.2,2.3,-0.9,7.5
CC(=O)Nc1cc(=O)c2cccnc2[nH]1,2.5,1.1,7.3,-5.5,.,2.6,7.3,6.5,0.0
Clc1ccc2c(c1)C1CC2CCN1Cc1ccccc1 (stereo unspecified),-0.8,-1.3,6.8,-9.4,.,-2.4,1.6,-2.7,0.2
COC(=O)[C@@H](Cc1c[nH]c2ccccc12)NC(=O)C1CCCN(S(=O)(=O)c2ccc(C)cc2)C1 (stereo partly specified),-5.9,9.7,7.6,-1.2,.,-0.6,14.3,-9.1,-1.0
COc1ccc(-n2c(Cc3cccn3C)nnc2SCC(=O)Nc2ccccc2C)cc1,-1.7,-1.5,-7.5,10.6,4.0,-0.4,8.7,-7.5,0.2
O=C(CCNC(=O)c1ccco1)Nc1ccc(C(F)(F)F)cc1,1.1,2.5,10.9,-7.4,2.0,0.2,-0.3,-1.0,-2.5
CC(=O)C1=C(C)NC(SCc2ccc(C#N)cc2)=C(C#N)C1c1ccco1 (stereo unspecified),-2.5,1.5,23.6,-0.7,-0.1,1.9,-5.1,-4.1,-0.4
O=C(NC(c1ccc(-c2ccccc2)cc1)c1cnccn1)C1CCN(Cc2ccc(Oc3ccccc3)cc2)CC1 (stereo unspecified),-11.4,8.2,.,6.1,.,.,13.6,-7.5,-1.5
COc1ccccc1NS(=O)(=O)c1ccc(C)c(NS(=O)(=O)c2cc(C(=O)O)cc(C)c2C)c1,5.5,0.0,2.0,-5.5,-0.7,0.2,19.1,-6.0,-5.1
Cc1cc(C)cc(NC(=O)N2CCC(NC(=O)c3ccccc3C)CC2)c1,-1.7,0.5,10.8,4.8,0.5,-1.0,4.1,-7.7,-6.5
CC1(C)Cc2nc(Cl)c(C(=O)O)cc2CO1,-1.9,0.7,-5.8,2.0,0.1,0.0,9.4,-0.4,-1.2
Cc1ccc(N2CC(NS(=O)(=O)c3cc(F)ccc3F)CC2=O)cc1C (stereo unspecified),16.1,2.8,1.3,-9.1,-3.0,0.3,-19.2,13.8,2.2
COc1ccc(Cl)cc1S(=O)(=O)N1CCC(O)(c2ccc(Cl)cc2)CC1,5.6,.,-12.5,-6.2,5.4,0.7,-0.8,3.9,-0.8
CCCCOc1ccc(C(=O)NCC2(c3ccccc3)CCOCC2)cc1,24.3,-2.1,-1.7,-13.5,2.0,-1.4,-0.1,-1.4,2.2
COc1cc(C=O)ccc1OCC(=O)NC(C)(C)C,1.4,2.8,-1.0,-8.6,-1.3,0.9,3.3,-7.1,1.3
COc1c(C)cc(C(=O)C2CCCN(C(=O)c3cccc(-n4cccn4)c3)C2)cc1C (stereo unspecified),0.5,6.0,-10.8,-5.0,1.7,-0.6,8.9,-5.0,-1.1
CC(C)(C)n1ncc2c(=O)n(Cc3ccc(Cl)cc3)cnc21,-5.8,6.0,27.6,5.7,2.1,-1.6,4.9,-9.3,-3.5
Cc1cc(NC(=O)CCC(=O)N(CCc2ccccc2)C(C(=O)NC2CCCC2)c2ccco2)no1 (stereo unspecified),1.0,0.2,-5.9,-8.9,3.1,0.9,0.6,1.2,-0.1
CCOc1ccc(-c2[nH]ncc2-c2ccccc2)c(O)c1,0.4,2.2,-4.1,-7.6,2.3,0.7,3.1,-2.6,-8.0
CCCn1nc(NS(=O)(=O)c2cccc3nonc23)c2cc3ccccc3nc21,3.2,1.9,1.0,-9.8,4.0,-6.2,4.1,0.2,-4.1
COc1cccc(CNC(=O)Cn2nc(C)c3c(C)n(-c4ccc(C)cc4)nc3c2=O)c1OC,3.6,-0.4,-4.0,-7.2,1.3,-1.4,2.5,-0.8,-2.0
CN1CCCN(C(=O)c2cccc(Br)c2)CC1,1.5,-0.4,7.3,7.5,-1.2,0.0,17.0,0.4,-17.2
Cc1ccc([N+](=O)[O-])cc1NC(=O)CN(C1CCCCC1)S(=O)(=O)c1ccc(Cl)cc1,-13.2,-0.4,-8.6,-4.2,.,0.2,2.0,-7.2,-0.7
CC(C)(C)C1CCC(=NNC(=O)c2cc3c(s2)CCCC3)CC1 (stereo unspecified),5.2,-2.0,-31.1,-7.7,-0.9,0.0,-12.9,6.5,-2.1
